Screening data (PubChem)
GluA2 TARP mod: GluA2-stargazin AMPA receptor complex modulation. O88602+P19491. 40,000 tested, 3.5% active. calls only at 30 µM. HEK293 GluA2+stargazin, membrane potential dye (FDSS), glutamate EC50; hits were called plate by plate, in both directions;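 active = any of four per-well response measures lying three or more SD from its plate-wide compound average, in either direction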
Target sequence (O88602 whole entry, looked up): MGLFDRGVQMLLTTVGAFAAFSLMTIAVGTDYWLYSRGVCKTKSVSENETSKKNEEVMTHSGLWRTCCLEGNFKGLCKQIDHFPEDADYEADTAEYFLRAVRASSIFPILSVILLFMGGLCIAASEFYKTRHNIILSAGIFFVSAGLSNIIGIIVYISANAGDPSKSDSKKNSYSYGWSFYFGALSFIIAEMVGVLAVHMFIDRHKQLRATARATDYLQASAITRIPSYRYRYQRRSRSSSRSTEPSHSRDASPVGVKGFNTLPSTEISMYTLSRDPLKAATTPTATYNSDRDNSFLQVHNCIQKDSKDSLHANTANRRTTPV
Target sequence (P19491 whole entry, looked up): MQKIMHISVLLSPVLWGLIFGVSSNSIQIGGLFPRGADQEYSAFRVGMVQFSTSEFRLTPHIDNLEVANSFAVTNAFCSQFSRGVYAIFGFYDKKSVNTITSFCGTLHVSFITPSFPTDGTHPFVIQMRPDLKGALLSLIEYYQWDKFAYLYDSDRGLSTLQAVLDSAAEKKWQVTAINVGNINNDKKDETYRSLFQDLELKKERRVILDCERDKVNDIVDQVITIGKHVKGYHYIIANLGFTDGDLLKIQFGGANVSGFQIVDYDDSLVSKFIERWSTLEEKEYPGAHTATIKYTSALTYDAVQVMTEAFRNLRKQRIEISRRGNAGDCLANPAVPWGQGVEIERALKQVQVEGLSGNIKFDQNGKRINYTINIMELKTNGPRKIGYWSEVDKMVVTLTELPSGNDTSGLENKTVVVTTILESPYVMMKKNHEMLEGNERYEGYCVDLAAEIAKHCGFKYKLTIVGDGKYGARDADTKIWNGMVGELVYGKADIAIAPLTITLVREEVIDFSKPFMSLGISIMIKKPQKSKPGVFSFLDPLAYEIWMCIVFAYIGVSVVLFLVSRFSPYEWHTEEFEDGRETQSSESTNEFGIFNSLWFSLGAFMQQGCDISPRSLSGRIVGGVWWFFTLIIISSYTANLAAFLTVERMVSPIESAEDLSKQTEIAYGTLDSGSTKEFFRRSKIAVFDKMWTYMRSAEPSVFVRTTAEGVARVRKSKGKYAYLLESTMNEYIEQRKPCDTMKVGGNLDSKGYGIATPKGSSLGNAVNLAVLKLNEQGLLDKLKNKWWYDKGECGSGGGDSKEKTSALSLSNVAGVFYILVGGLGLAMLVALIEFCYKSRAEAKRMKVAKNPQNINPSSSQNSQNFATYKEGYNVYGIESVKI
GluA2 TARP mod agonism max-min: also measured in GluA2 TARP mod; calls as there; compound max-min signal; compound-alone response (agonism);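 unitless range of fluorescence divided by baseline over first 100 seconds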
GluA2 TARP mod glutamate slope: recorded beside GluA2 TARP mod, whose call it bears; glutamate slope, % of max; measured here: glutamate response slope, % max;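 scaled per plate between vehicle wells and maximal 1 mM glutamate control wells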
Active calls of the source: *; i = inactive; + = active, no number; & = joins results of further samples.

GluA2 TARP mod,GluA2 TARP mod agonism max-min,SMILES,GluA2 TARP mod glutamate slope
i,0.14,O=C(COc1ccccc1)NCC(O)(c1ccccc1)C(F)(F)F (centres undefined),58
i,0.1,Cn1c(-c2ccccn2)nn(CCNC(=O)c2nc3ccccc3s2)c1=O,59
i,0.1,CCn1nccc1C(=O)N(Cc1ccccn1)c1nc2c(OC)ccc(C)c2s1,66
i,0.088,CCCOc1ccc(/C=C/C(=O)Nc2ccc(N(C)C)cc2)cc1,53
i,0.041,Cc1c(NC(=O)c2cc3n(n2)C(C(F)(F)F)CC(c2ccco2)N3)c(=O)n(-c2ccccc2)n1C (centres undefined),25
i,0.11,c1csc(-c2cc(-c3nc(-c4ccc5c(c4)OCO5)no3)n[nH]2)c1,57
i,0.044,CC(C)(C)C(=O)N1CCc2ccc(NC(=O)COc3ccc(Cl)cc3)cc21,24
i,0.028,CCC1CCC(C(=O)NC(C(=O)NCc2cccs2)C(C)C)CC1 (centres undefined),68
i,0.17,Cc1cccn2cc(-c3ccc(NC(=O)COc4ccccc4)cc3)nc12,61
i,0.095,COc1ccc(S(=O)(=O)NCCCn2nc(-c3ccccc3)ccc2=O)cc1F,64
i,0.031,COc1ccc2nc(NC(=O)NC34CC5CC(CC(C5)C3)C4)sc2c1,57
i,0.15,Cc1[nH]c(=O)[nH]c(=O)c1CC(=O)NCc1ccc2c(c1)OCO2,78
i,0.097,c1ccc(-c2[nH]c3ccccc3c2C(c2ccccn2)N2CCCC2)cc1 (centres undefined),62
i,0.14,CSc1ccccc1NC(=O)c1nc(-c2cnccn2)no1,49
i,0.1,O=C(Nc1nc(-c2ccc([N+](=O)[O-])cc2)cs1)c1ccno1,49
i,0.085,COc1cccc(CNC(=O)C(=O)NCC2CCN(C(=O)c3cc4ccccc4o3)CC2)c1,67
i,0.22,COc1ccc(OC)c2sc(N(CCN3CCOCC3)C(=O)c3ccc(C(C)=O)cc3)nc12,75
i,0.037,CCOC(=O)N1CCN(C(=O)Cc2cc(-c3ccc4c(c3)CC(C)O4)on2)CC1 (centres undefined),44
i,0.07,COc1ccc(C(=S)N2CCN(C(=S)c3ccc(F)cc3)CC2)cc1,65
i,0.057,CCOC(=O)CNC(=O)CSc1c(C)cnc2c1c(=O)n(C)c(=O)n2C,59
i,0.12,COc1ccccc1CCNC(=O)C(=O)Nc1cc(C)on1,75
i,0.1,Cc1ccsc1C(O)CNC(=O)COc1ccccc1F (centres undefined),39
i,0.051,O=C(/C=C/c1ccccc1Cl)N1CCN(Cc2ccsc2)CC1,57
i,0.12,CC(C)CNC(=O)C(=O)NCCN1CCN(c2ccc(Cl)cc2)CC1,64
i,0.15,CC(C)(Oc1ccc(Cl)cc1)C(=O)NCC(O)(c1ccccc1)C(F)(F)F (centres undefined),31
i,0.039,Cc1cc(NC(=O)COc2ccccc2C)n(C2CCS(=O)(=O)C2)n1 (centres undefined),40
i,0.12,CCn1c(=O)c(C(=O)NCCc2ccccc2)cc2cccnc21,92
i,0.071,O=C(NCCCn1nc(-c2ccc(F)cc2)ccc1=O)C1(c2ccccc2)CCOCC1,58
i,0.13,NC(=O)Cn1nnn(-c2ccc(NC(=O)c3cccc(C(F)(F)F)c3)cc2)c1=O,67
i,0.17,O=C(Cc1csc(-n2cccc2)n1)NC1CCCCC1,57
i,0.1,Cc1nnc(CNC(=O)C(=O)Nc2ccccc2C#N)o1,41
i,0.11,CC1CCN(c2nc3c(c(=O)n(C)c(=O)n3C)n2CC(=O)c2ccccc2)CC1,68
i,0.086,CN1CCC(CNS(=O)(=O)Cc2ccc(Cl)cc2)CC1,66
i,0.051,Cc1ccc(C(C)C)c(OC(=O)CS(=O)c2ccc(S(C)(=O)=O)cc2[N+](=O)[O-])c1 (centres undefined),58
i,0.2,Cc1cc(NC(=O)c2cc(Cl)ccn2)sn1,83
i,0.1,CC(C)c1nnc(C2CCN(C(=O)Nc3ccc(C(F)(F)F)cc3)CC2)o1,61
i,0.1,O=C(Nc1cccc2nsnc12)C1CCN(c2ccc(-c3ccco3)nn2)CC1,64
i,0.068,COc1ccc(NC(=O)CSc2c(CC(C)C)cnc3c2c(=O)n(C)c(=O)n3C)cc1,57
i,0.043,COc1cc(NS(=O)(=O)c2cc(C)ccc2OC)ccc1N1CCCC1=O,58
i,0.076,COCCn1c(=O)c2c(nc3n2CCCN3c2ccc(OC)cc2OC)n(C)c1=O,50
i,0.072,Cc1ccc(N2CC(c3nc(-c4cccs4)no3)CC2=O)cc1 (centres undefined),59
i,0.046,O=C(Cn1nc(C(=O)Nc2ccccc2)ccc1=O)Nc1ccc(Br)cc1,39
+,0.081*,O=C(NC(=S)Nc1ccc(S(=O)(=O)NC2CCCCC2)cc1)c1cccs1,68*
i,0.04,CCOC(=O)NCc1nc2ccccc2n1Cc1c(F)cccc1Cl,55
i,0.065&0.033,CCc1nnc(NC(=O)c2nnn(-c3ccccc3Cl)c2C)s1,49&109
i,0.053,COc1cc(NC(=O)NCC2CCN(C(=O)Nc3ccc(F)cc3)CC2)cc(OC)c1,61
i,0.053,Cc1ccc(Cn2c(CO)cnc2SCC(=O)N2CCN(c3ccccc3)CC2)cc1,67
i,0.12,COc1cc(NC(=O)c2cc(-c3ccco3)[nH]n2)c2ncccc2c1,65
i,0.081,O=C(Nc1nnc(-c2cccs2)o1)c1cc(Cl)ccc1Cl,55
i,0.075,O=S(=O)(N1CCCCC1)n1c(Cc2ccccc2)nc2ccccc21,68
i,0.033,NC(Cc1c[nH]c2ccccc12)C(=O)O (centres undefined),53
i,0.12,O=C(Nc1nc2ccccc2s1)c1ccc(S(=O)(=O)Nc2ccc3c(c2)OCO3)o1,57
i,0.11,Cc1cc(C)cc(-n2nnc3c(=O)n(CC(=O)N4CCc5ccccc54)cnc32)c1,56
i,0.086,CSc1ccccc1NC(=O)C1CCCN(c2ccc(-n3nc(C)cc3C)nn2)C1 (centres undefined),69
i,0.13,Cc1cc(=O)[nH]c(-n2nc(C)cc2NC(=O)C(C)(C)C)n1,63
i,0.13,CC(=O)c1cc(C(=O)OCC(=O)NCCc2ccccc2)c2ccccn12,57
i,0.054,CCOc1ccc(/C=C/C(=O)Nc2ccc(C)cc2Br)cc1OC,49
i,0.13,COc1ccc(-n2nnc3c(N4CCN(C(=O)C(C)C)CC4)ncnc32)cc1,66
i,0.042,Cc1cc2nc(N(CCN3CCOCC3)C(=O)c3ccc(N4C(=O)CCC4=O)cc3)sc2cc1C,32
i,0.089,CNC(=O)c1nsc(C(=O)NC2CCCCC2)c1N,63

Following part:
GluA2 TARP mod,GluA2 TARP mod agonism max-min,SMILES,GluA2 TARP mod glutamate slope
i,0.11,COc1cc(C(=O)Nc2ccc(S(=O)(=O)N3CCCCC3)cc2)cc(OC)c1OC,43
i,0.042,O=C(Cn1nc(-c2ccc3c(c2)OCO3)ccc1=O)NCc1ccco1,40
i,0.11,COc1ccc2sc(N(Cc3cccnc3)C(=O)c3ccn(C(C)C)n3)nc2c1,77
i,0.043,Cc1cc(NC(=O)COc2ccccc2F)n(-c2nc(-c3ccc4c(c3)OCO4)cs2)n1,32
i,0.038,CC(=O)c1ccccc1OC(=O)c1ccc(C)c(Br)c1,49
i,0.072,CCOc1ccccc1NC(=O)C(=O)NCC(c1cccn1C)N1CCc2ccccc2C1 (centres undefined),60
i,0.067,Cc1cc(C(=O)Nc2nc3c(Cl)c(Cl)ccc3s2)on1,51
i,0.049,Cc1cc(C)cc(NC(=O)CSc2nnc(CCn3ccc(=O)[nH]c3=O)o2)c1,66
i,0.037,COc1ccc(Cl)cc1NC(=O)Cn1nc(C(=O)Nc2ccccc2)ccc1=O,41
i,0.13,O=C(Nc1ccncc1)c1ccc(S(=O)(=O)N2CCCC2)cc1,65
i,0.042,COc1ccccc1/C=C/CN1CCNC(=O)C1CC(=O)O (centres undefined),64
i,0.083,Cc1cc(=O)n(CC(=O)N2CCN(c3ccc(C(F)(F)F)cn3)CC2)cn1,63
i,0.11,COc1cccc(-n2c(-c3ccccc3)cn3c4c(=O)n(CCN5CCCCC5)c(=O)n(C)c4nc23)c1,58
i,0.051,COc1cccc(OC)c1OCC(O)CN1CCN(CCO)CC1 (centres undefined),53
i,0.11,COc1ccc(C(=O)N2CCN(c3ccc(-c4ccc5c(c4)OCO5)nn3)CC2)cc1OC,59
i,0.062,Cc1cc(NC(=O)C(=O)NCC(c2cccn2C)N2CCCC2)no1 (centres undefined),42
i,0.072,O=C(Nc1ccon1)C1CN(C(=O)c2cccs2)C1,56
i,0.048,O=C(O)/C=C/C(=O)Nc1ccc(S(=O)(=O)Nc2ccc(F)cc2)cc1,45
i,0.078,Cn1cccc1C(CNS(=O)(=O)c1ccc(Cl)cc1)N1CCc2ccccc2C1 (centres undefined),45
+,0.046*,CCc1ccccc1-n1c(-c2ccccc2)cn2c3c(=O)n(CCOC)c(=O)n(C)c3nc12,58*

Of the compounds above, these have an NH in an aromatic ring.
GluA2 TARP mod,GluA2 TARP mod agonism max-min,SMILES,GluA2 TARP mod glutamate slope
i,0.11,c1csc(-c2cc(-c3nc(-c4ccc5c(c4)OCO5)no3)n[nH]2)c1,57
i,0.15,Cc1[nH]c(=O)[nH]c(=O)c1CC(=O)NCc1ccc2c(c1)OCO2,78
i,0.097,c1ccc(-c2[nH]c3ccccc3c2C(c2ccccn2)N2CCCC2)cc1 (centres undefined),62
i,0.12,COc1cc(NC(=O)c2cc(-c3ccco3)[nH]n2)c2ncccc2c1,65
i,0.033,NC(Cc1c[nH]c2ccccc12)C(=O)O (centres undefined),53
i,0.13,Cc1cc(=O)[nH]c(-n2nc(C)cc2NC(=O)C(C)(C)C)n1,63
i,0.049,Cc1cc(C)cc(NC(=O)CSc2nnc(CCn3ccc(=O)[nH]c3=O)o2)c1,66

Reformatted with tabs: 2 of the compounds above
SMILES	GluA2 TARP mod	GluA2 TARP mod agonism max-min	GluA2 TARP mod glutamate slope
O=C(O)/C=C/C(=O)Nc1ccc(S(=O)(=O)Nc2ccc(F)cc2)cc1	i	0.048	45
O=C(Nc1ccon1)C1CN(C(=O)c2cccs2)C1	i	0.072	56

(next part)
GluA2 TARP mod,GluA2 TARP mod agonism max-min,SMILES,GluA2 TARP mod glutamate slope
i,0.089,Cc1ccc(-n2c(C)c(C)n3c4c(=O)n(CC(N)=O)c(=O)n(C)c4nc23)c(C)c1,63
i,0.16,COc1ccc(-c2nnc3ccc(OCCNC(=O)c4ccco4)nn23)cc1OC,41
i,0.095,Cn1nnc2c(N3CCN(S(=O)(=O)c4cc(F)ccc4F)CC3)ncnc21,40
i,0.15,COc1ccc(NC(=O)c2nnn(-c3ccccc3C)c2N)cc1,63
i,0.095,CCOc1cc(S(=O)(=O)NCCN2CCOCC2)ccc1F,52
i,0.037,CNC(=O)C1Cc2ccccc2N1C(=O)C(c1ccccc1)c1ccccc1 (centres undefined),36
i,0.092,CCCCC(=O)Nc1nnc(-c2cc(C)n(C)n2)o1,38
i,0.087,CC(C)(C)c1ccc(S(=O)(=O)NCc2ccc(C(=O)Nc3ccc4c(c3)OCO4)cc2)cc1,58
i,0.072,O=C(C1CCCN(c2ccc(-n3ccnc3)nn2)C1)N1CCc2ccccc2C1 (centres undefined),60
+,0.057*,COc1ccc(S(=O)(=O)CC(=O)Nc2ccccc2Oc2ccccc2)cc1,45*
i,0.095,CCC(CO)NC(=O)C(=O)Nc1cc(F)ccc1F (centres undefined),63
i,0.088,Cc1c(C(=O)N2CCC(O)CC2)c(C(F)(F)F)nn1-c1ccccc1,59
i,0.08,CCCCOc1ccc(C(=O)NCc2ccsc2)cc1,51
i,0.052,COc1ccccc1NC(=O)CSc1c(C)cnc2c1c(=O)n(C)c(=O)n2C,47
i,0.11,CC(=O)c1ccc(N2CCN(C(=O)c3sc(-n4cccc4)nc3C)CC2)cc1,52
i,0.12,COc1cccc(-c2nc3ccccc3n2CC(=O)OC(C)C)c1,57
i,0.064,CCOc1ccc(C(=O)NCC(c2cccc3ccccc23)N(C)C)cc1 (centres undefined),61
i,0.041,COc1ccc2nc(N(Cc3ccccc3)C(=O)c3cc(C)no3)sc2c1,38
i,0.086,Cc1cc(-c2nnc(NC(=O)CCCSc3ccc(Cl)cc3)o2)nn1C,48
i,0.065,CC(=O)NCCc1nc2ccccc2n1CCOc1ccc(C)cc1,76

In the list so far, these have a tert-butyl group.
GluA2 TARP mod,GluA2 TARP mod agonism max-min,SMILES,GluA2 TARP mod glutamate slope
i,0.044,CC(C)(C)C(=O)N1CCc2ccc(NC(=O)COc3ccc(Cl)cc3)cc21,24
i,0.13,Cc1cc(=O)[nH]c(-n2nc(C)cc2NC(=O)C(C)(C)C)n1,63
i,0.087,CC(C)(C)c1ccc(S(=O)(=O)NCc2ccc(C(=O)Nc3ccc4c(c3)OCO4)cc2)cc1,58

(continued)
GluA2 TARP mod,GluA2 TARP mod agonism max-min,SMILES,GluA2 TARP mod glutamate slope
i,0.11,CCCCOCC(O)CN1CCN(c2cccc(C(F)(F)F)c2)CC1 (centres undefined),58
i,0.06,O=[N+]([O-])c1ccccc1S(=O)(=O)N1CCc2ccccc21,47
i,0.1,O=C(NCC1CCCO1)C(=O)Nc1ccc(N2CCCCS2(=O)=O)cc1 (centres undefined),67
i,0.083,Cc1ccc(S(=O)(=O)N(C)c2cc(S(=O)(=O)N(C)CCCC(=O)O)c(C)cc2C)cc1,59
i,0.044,COc1ccc(S(=O)(=O)CC(=O)Nc2sc3c(c2C(N)=O)CCCCC3)cc1,53
i,0.043,COCCC(=O)c1c(N)n(C)c(=O)n(C)c1=O,42
i,0.11,Cc1cc(=O)n(CC(=O)Nc2ccc(-c3ccc(=O)[nH]n3)cc2)cn1,66
i,0.066,Cc1ccc(-c2ccc(S(=O)(=O)N3CCCCC3C)cc2)cc1 (centres undefined),36
i,0.11,CN(C)c1ccc(C(CN)N2CCc3ccccc32)cc1 (centres undefined),15

This is a subset. The share of hits here may be higher or lower than overall.
